From PubChem
12-LOX inh: Primary qHTS assay for inhibitors of human arachidonate 12S-lipoxygenase (ALOX12): Round 2; Polyunsaturated fatty acid lipoxygenase ALOX12 (Homo sapiens), P18054; purified 12hLO, xylenol orange hydroperoxide absorbance; Potency, µM (titrated, usually from 108 µM), inactives show at the top dose activity change, negative = inhibition, actives largely listed as inhibitors; 580,000 compounds, 1.1% hits; AID 1671190, 2021; active means well fitted inhibition curve with a large enough effect; inconclusive means small, poorly fitted or top-dose-only effect, or another doubt; inactive means no such curve, though single readings can be large or run the other way
Target sequence (P18054 whole entry, looked up): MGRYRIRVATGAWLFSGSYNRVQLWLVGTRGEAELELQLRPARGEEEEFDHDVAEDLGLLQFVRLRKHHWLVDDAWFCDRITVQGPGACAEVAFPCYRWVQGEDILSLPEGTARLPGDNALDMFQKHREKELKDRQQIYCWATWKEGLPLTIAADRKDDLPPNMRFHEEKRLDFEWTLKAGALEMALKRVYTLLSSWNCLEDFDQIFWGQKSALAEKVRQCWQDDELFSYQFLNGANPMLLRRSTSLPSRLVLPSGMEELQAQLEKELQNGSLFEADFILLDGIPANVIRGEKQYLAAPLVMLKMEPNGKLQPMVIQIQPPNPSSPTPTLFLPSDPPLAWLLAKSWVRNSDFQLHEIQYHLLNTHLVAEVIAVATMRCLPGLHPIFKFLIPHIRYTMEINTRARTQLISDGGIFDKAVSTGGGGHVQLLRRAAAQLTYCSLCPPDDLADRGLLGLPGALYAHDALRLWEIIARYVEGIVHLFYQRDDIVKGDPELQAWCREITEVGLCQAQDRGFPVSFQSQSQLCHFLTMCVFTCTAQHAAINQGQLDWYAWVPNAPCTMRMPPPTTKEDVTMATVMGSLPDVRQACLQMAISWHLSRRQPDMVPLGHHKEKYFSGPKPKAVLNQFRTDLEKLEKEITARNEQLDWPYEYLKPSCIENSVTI
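Purified human 12hLO (150 nM final) in 25 mM Hepes, 0.01% Triton X-100, pH 7.0 was preincubated 15 min at room temperature with compound. Then 40 uM arachidonic acid was added, 30 min. Hydroperoxide was read by Fe-XO absorbance ratio 573/405 nm.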
Numbers without * were called inactive; ? = inconclusive; [ ] = remark or other dose. On the % scale 0 is the no-effect control and ±100 the full control effect; potency means the concentration at half of the fitted maximal effect.

Start of the data: the first 3 compounds, to show the layout:
nr	SMILES	12-LOX inh
1	CC1=C(C(=O)N2CCOCC2)CC(CC(=O)NC2CCCC2)C(=O)N1Cc1ccc(F)cc1 (stereo not given)	-52%
2	CCCOc1ccc(-c2nc(C#N)c(N3CCN(Cc4ccccc4)CC3)o2)cc1	?
3	COC(=O)c1c(CN2CCC(C(N)=O)CC2)nc2ccccc2c1C	-1%

Main list, from the first entry:
nr	SMILES	12-LOX inh
1	CC1=C(C(=O)N2CCOCC2)CC(CC(=O)NC2CCCC2)C(=O)N1Cc1ccc(F)cc1 (stereo not given)	-52%
2	CCCOc1ccc(-c2nc(C#N)c(N3CCN(Cc4ccccc4)CC3)o2)cc1	?
3	COC(=O)c1c(CN2CCC(C(N)=O)CC2)nc2ccccc2c1C	-1%
4	CC(=O)NC(NC(C)=O)C(Cl)(Cl)Cl	?
5	COCCn1ncc(N2CCCC(CC(=O)Nc3ccc(Cl)cc3)C2)cc1=O (stereo not given)	-2%
6	COC(=O)c1cc(NCc2cccc3ccccc23)ccc1N1CCOCC1	-4%
7	Cc1nccn1CC(=O)N[C@@H]1CN(Cc2ccccn2)C[C@H]1CN(C)C	122%[activator]
8	COc1ccc(/C=C/c2nc3cc(C)c(C)cc3s2)c(OC)c1OC	?
9	O=C(NC1CCC(C(F)(F)F)CC1)C1CCCCC1 (stereo not given)	5%
10	CCc1ccc2oc(=O)cc(-c3oc4ccccc4c3N)c2c1	21%
11	CCN(CC)Cc1nc(C2(O)CCN(Cc3ccc(C(F)(F)F)cc3)CC2)cs1	-3%[176 µM]
12	CC(=O)N(C)C[C@@H]1Oc2ncc(Br)cc2C(=O)N([C@H](C)CO)C[C@@H]1C	-1%
13	COc1ccc(Cl)cc1N(CC(=O)Nc1c(C)n(C)n(-c2ccccc2)c1=O)S(C)(=O)=O	-4%
14	O=C(Nc1cccc(F)c1)Nc1cccc(-c2nnc3n2CCCC3)c1	27%
15	C#CCOc1cc(Br)c(/C=C2\NC(=O)NC2=O)cc1OCC	?
16	COCCNC(=O)[C@H]1C[C@H](Oc2cccnc2)CN1C(=O)Nc1ccc(OC)cc1	31%
17	CN(CCc1ccccn1)[C@H]1[C@@H]2OC[C@@H](O2)[C@@H](NC(=O)Nc2cccc(C#N)c2)[C@@H]1O	53%[activator][176 µM]
18	CC(C)(Oc1ccccc1)C(=O)Nc1ccccc1C#N	27%
19	COCCC(=O)N1CCOCC1c1cc(C(=O)NCc2ccccc2)no1 (stereo not given)	-27%
20	Nc1nc(CN2CCN(C(=O)c3cc(Cl)cc(Cl)c3)CC2)nc2ccccc12	6%

At a glance, part of the list above.
nr	SMILES	12-LOX inh
17	CN(CCc1ccccn1)[C@H]1[C@@H]2OC[C@@H](O2)[C@@H](NC(=O)Nc2cccc(C#N)c2)[C@@H]1O	53%[activator][176 µM]
18	CC(C)(Oc1ccccc1)C(=O)Nc1ccccc1C#N	27%
19	COCCC(=O)N1CCOCC1c1cc(C(=O)NCc2ccccc2)no1 (stereo not given)	-27%
20	Nc1nc(CN2CCN(C(=O)c3cc(Cl)cc(Cl)c3)CC2)nc2ccccc12	6%

Remaining list, next part.
nr	SMILES	12-LOX inh
21	CCC1CN(C(=O)c2ccc(C)c(F)c2F)CCC(=O)N1Cc1ccccc1 (stereo not given)	34%[activator]
22	CCCN(Cc1ccccc1)C(=O)CCc1cccs1	-7%
23	O=C([C@H]1C[C@H](Oc2cccnc2)CN1C(=O)c1ccccc1)N1CCOCC1	48%[activator]
24	Cc1nc(N)nc(N2CCOC(Cc3noc(-c4ccccn4)n3)C2)c1C (stereo not given)	18%
25	O=C(NCc1ccco1)c1cccc(-c2ccc3nccn3c2)c1	11%
26	Cc1cc(C(=O)N2CC[C@H]3C(=O)NCCCCCCN(Cc4ccncc4)[C@@H]3C2)n(C)n1	78%[activator]
27	CNC1CNC(=O)c2cc(-c3ccc(OC)cc3)nn21 (stereo not given)	35%
28	COc1ccccc1CNc1nc(-c2ccc(C)cc2)cs1	?
29	O=C(Cn1ccn2nc(-c3ccccc3)cc2c1=O)Nc1cccc(Cl)c1	-13%
30	COC[C@@H]1CN(Cc2cc(F)c(F)c(F)c2)C[C@H]1C(=O)NC1CC1	45%
31	COc1ccc(CCN2CC(C(=O)NCCCc3ccncc3)CCC2=O)cc1 (stereo not given)	?
32	COC(=O)c1cc2n(n1)CCN(C(=O)Cc1[nH]nc3ccccc13)C2	?
33	CCC1c2nccn2CCCN1C(=O)c1nn(C)c2ccccc12 (stereo not given)	49%[activator]
34	O=C(c1ccc(Cn2cnnn2)cc1)N1CCC2(CC1)[C@H](O)C[C@@H]2OCCO	6%
35	O=C1NC[C@@H](CCC(=O)N2CCc3ccccc32)N2C[C@@H](NS(=O)(=O)c3ccccc3)C[C@@H]12	30%
36	O=C(CN1CCN(C(=O)CCc2ncc(-c3ccccc3Cl)o2)CC1)Nc1ccc(F)cc1	2%
37	O=c1[nH]nc(-c2ccco2)c2c1Nc1nnnn1C2c1ccc(F)cc1 (stereo not given)	-16%
38	Cc1cc(OC(=O)c2ccc(CSc3ccc(Cl)cc3)cc2)ccc1C(C)C	-19%
39	Cc1c(C(=O)NCCC#N)sc(=O)n1Cc1ccccc1F	20%
40	COc1cc(C(=O)Nc2ncccc2C)cc(Cl)c1OC	-1%
41	Cc1nc2c(c(-c3ccc(O)cc3)n1)CN(Cc1ccsc1)CCC2	-20%
42	COCOc1cccc(CN2CCC(C)(Oc3ccc(SC)cc3)C2)c1 (stereo not given)	?
43	COc1ccc(CN2C(=O)CCC2(C)c2nnnn2-c2c(C)cccc2C)cc1OC (stereo not given)	-28%
44	c1ccc(-c2cnc(CSc3nnc(NC4CC4)s3)o2)cc1	3%
45	COCCCNC(=O)CCc1ncc(-c2ccccc2F)o1	8%
46	CCOc1cc(/C=C(/C#N)c2ccc(F)cc2)cc(Cl)c1OCc1ccccc1C#N	-4%
47	CCCOc1ccc(NC(=O)c2ccc(Cl)cc2)c2cccnc12	12%
48	CC(C(=O)N(C)C1(C#N)CCCCC1)N(C)CC(=O)Nc1cccc(F)c1 (stereo not given)	-6%
49	CN1C[C@H](O)C[C@H]1c1nnc2n1CCN(C(=O)C1CCCC1)CC2	?
50	Cc1ccc(C(=O)C(C)C(=O)c2ccc(C)cc2)cc1	13%
51	COc1ccc(C2Cn3cnc(C(=O)N4CCC(C(=O)Nc5ccc(F)cc5C)CC4)c3CO2)cc1 (stereo not given)	45%[activator]
52	O=C(c1ccncc1)N1CCCC2(COc3ccccc3[S+](=O)([O-])N2)C1 (stereo not given)	7%[6.33 µM]
53	COCCNC(=O)CC[C@]12CC[C@](C)(O)C[C@H]1C(C)(C)C[C@@H]2NC(=O)c1ccco1	29%[176 µM]
54	COc1ccc(NC(=O)C2(C)CCCN(C(C)=O)C2)cc1F (stereo not given)	-16%
55	C[C@H]1[C@@H]2[C@@H](O)C([C@H](C)C(=O)NCc3cccnc3)CC[C@@]2(C)CC[C@@H]1NC(=O)c1ccc(C#N)cc1 (stereo not given in full)	-25%
56	O=C(NC[C@H]1O[C@@H]2C[C@@H](CC(=O)N3CCOCC3)O[C@@H]2[C@@H]1O)NC1CCC1	55%[activator][176 µM]
57	N#CC1=C(N)OC2=C(C(=O)CCC2)C1c1ccc(C(F)(F)F)cc1 (stereo not given)	?
58	Cc1ccc2nc(-c3ccccn3)cc(C(=O)O)c2c1	8%
59	COCC[C@]1(O)CCN(C(=O)c2ccccc2Cl)C[C@H]1C	6%
60	c1ccc2oc(CN3Cc4[nH]cnc4C[C@H]3c3nc(-c4cnccn4)no3)cc2c1	114%[activator][176 µM]
61	C[C@H](CO)N1C[C@H](C)[C@@H](CN(C)Cc2cccc(O)c2)OCc2cnnn2CCCC1=O	0%
62	Cc1ccc(C(=O)N2CCC[C@@H]2C(=O)N2CCC[C@H]2C(=O)NCc2ccccc2)cc1C	-1%
63	O=C1NC2(CCCN(C(=O)c3ccc(Cl)cc3)C2)Oc2ccccc21 (stereo not given)	?
64	O=C(c1cncs1)N1CCc2c(cc(-c3cccc(F)c3)c(=O)n2CCN2CCCCC2)C1	53%[activator]
65	COc1ccc(C)cc1-n1c(SCC(=O)Nc2ccc3c(c2)OCO3)nc2ccccc2c1=O	0%
66	COCCn1c2c(c(=O)n1-c1ccccc1)CCN(C(=O)c1cccc(O)c1)C2	-2%[176 µM]
67	Cc1ccccc1-c1[nH]nc2ncc(-c3cccnc3)nc12	1%[176 µM]
68	COCc1nnc2n1CCC(NC(=O)c1ccc3cc[nH]c3c1)CC2 (stereo not given)	6%
69	O=C(NC[C@H]1Cn2ccnc2CO1)C1CCCC1	59%[activator][176 µM]
70	CC(=O)c1ccc(NC(=O)O[C@@H]2CO[C@H]3[C@@H]2OC[C@@H]3n2nnnc2-c2ccccc2)cc1	2%
71	Cc1cc(C)cc(NS(=O)(=O)c2c(C)[nH]c(C)c2C(=O)N2CCCC2)c1	?
72	CCOCCCNCc1c(OCC)ccc2ccccc12	?
73	N#Cc1ccc(CNC(=O)[C@@H]2Cc3nc[nH]c3CN2C(=O)NC2CCCCC2)cc1	7%[176 µM]
74	c1ccc(CCN2CCC(NC3CCCC3)CC2)cc1	?
75	O=C(Nc1ccccc1)C(Sc1cccc[n+]1[O-])c1ccccc1 (stereo not given)	?
76	CC(=O)N(C1CC1)C1CCOC2(CCN(C(=O)NCc3ccccc3)CC2)C1 (stereo not given)	9%
77	CCn1c(CN2CCN(c3nc(C)cnc3C)CC2)nnc1C1CC(N)C1 (stereo not given)	82%[activator]
78	CC(C)Oc1ccc(C(=O)N2CCN(Cc3nc(N)c4ccccc4n3)CC2)cc1	15%
79	Cc1ccc(Cn2nc3n(c2=O)CCN(Cc2cc(C)ccc2C)C3=O)cc1	-9%
80	Cc1ccc(-c2ccccc2N)cc1	?

Remaining list, next part:
nr	SMILES	12-LOX inh
81	O=C1C=CN(C2OC(CO)C(O)C2O)C(=O)C1 (stereo not given)	0%
82	O=C(Nc1ccc(Cl)cc1)C1Cc2c(-c3ccccc3Oc3ccccc3)ccnc2O1 (stereo not given)	-14%
83	CCCNC(=O)C(NC(=O)c1cccc(OC)c1)C1CCN(C(=O)c2cccc(F)c2)CC1 (stereo not given)	32%[activator]
84	COC(=O)C1=C(C)N(Cc2ccccc2F)C(=O)CC1c1ccc(F)cc1F (stereo not given)	?
85	O=C1NC(C(=O)NCCCc2ccccc2)Cn2cccc21 (stereo not given)	6%
86	COc1cccc(Cc2nc3ccccc3nc2SCC(=O)Nc2cccc(OC)c2)c1	-8%
87	O=C1CC(c2ccccc2)N(C(=O)CNC(=O)c2[nH]nc3c2CCc2ccccc2-3)CCCCCN1 (stereo not given)	33%[activator]
88	CCn1cc(C#N)c(=O)n(Cc2nnc(-c3ccccc3)o2)c1=O	7%
89	O=C(Cc1n[nH]c(=O)c2ccccc12)N1CCCC1	0%
90	COC(=O)C=CSC(=S)C1CCCC1=N (stereo not given)	19%
91	Cc1cc(C)n(-c2ncnc3scc(-c4ccc(Cl)cc4)c23)n1	-11%
92	CCc1cc(C(=O)N2CCOc3ccc(CN4CCN(Cc5ccccn5)CC4)cc3C2)no1	30%[activator]
93	CCONC(=O)c1ccc2c(c1)NC(=O)C(C)S2 (stereo not given)	-16%
94	O[C@H]1[C@H](NCc2ccc(OC(F)(F)F)cc2)[C@@H](c2cncnc2)C[C@H]1O	10%[176 µM]
95	COC(=O)c1ccc(CNC(=O)c2ccc(OC)c(S(=O)(=O)NC3CC3)c2)cc1	4%
96	O=C(NC1CCCC1)c1nc(-c2c(F)cccc2F)oc1-c1ccccc1	1%
97	COC(=O)c1cccc(NC(=S)N[C@H]2CO[C@H]3[C@@H]2OC[C@@H]3n2cc(-c3ccccc3)nn2)c1	16%
98	O=C(c1ccccc1F)N1CCC2(CC1)SCC(=O)N2c1ccc(Cl)cc1	-11%
99	Cc1nc2ccc(C(=O)OC(C)C(=O)NC(=O)NCc3ccccc3)cc2nc1C (stereo not given)	-18%
100	CN(CCCNC(=O)c1ccccn1)CC(F)(F)F	?

Along the list, as entered above.
12-LOX inh, compounds 85–95 → 6%, -8%, 33%[activator], 7%, 0%, 19%, -11%, 30%[activator], -16%, 10%[176 µM], 4%

The results go on:
nr	SMILES	12-LOX inh
101	COc1ccc(-c2ccc3nnc(CNC(=O)c4cccn4C)n3n2)cc1	53%[activator]
102	CCC(=O)N(C1CCOCC1)C1CCN(Cc2ccc(C(F)(F)F)cc2)CC1	38%[activator]
103	COCC1CN(C2CCC2)CC12CCN(C(=O)c1ccc(C)s1)CC2 (stereo not given)	15%
104	CC(=O)N1CCCC(c2nc(-c3ccc4nc[nH]c4c3)no2)C1 (stereo not given)	10%
105	CC(C)NC(=O)CNC(=O)c1cc(-c2ccccc2)nc2ccccc12	4%
106	COc1ccc(C(c2nnnn2-c2ccc(OC)cc2)N2CCN(C/C=C/c3ccccc3)CC2)cc1 (stereo not given)	-21%
107	CCCN1CCN(C(=O)c2oc3ccccc3c2NC(=O)c2ccccc2OCC)CC1	-13%
108	COc1cc(CCC(=O)N2C[C@@H](C(N)=O)[C@H](c3n[nH]c(C)n3)C2)on1	31%[activator]
109	COc1ccc(CNC(=O)C2=C(c3ccccc3)c3cc(Cl)ccc3S(=O)(=O)N2C)cc1	-1%
110	NC1CCCCN(C(=O)CCc2nc3ccccc3[nH]c2=O)C1 (stereo not given)	15%
111	CCCc1nc2c(Cl)cc(C(F)(F)F)cn2c1Cc1ccc(OC)cc1C	0%

A few values from the results shown:
compound 95 in 12-LOX inh has 4%
compound 101 in 12-LOX inh has 53%[activator]
compound 56 in 12-LOX inh has 55%[activator][176 µM]
compound 50 in 12-LOX inh has 13%

A portion of the library; the hit share may differ from the screen's.
